# S100A4 MyoIIA – S100A4-myosin IIA interaction inhibition. P26447. S100A4/TAMRA-MyoIIA peptide fluorescence polarization. AID 652163. inhibition, % at 10.7 µM. 360,000 tested, 0.14% active;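 active means mean inhibition of at least 70% across replicates, with every replicate also reaching that level; inconclusive means mean inhibition reaches 70% but some replicates fall short; inactive means mean inhibition below 70%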
# Target sequence (P26447 whole entry, looked up): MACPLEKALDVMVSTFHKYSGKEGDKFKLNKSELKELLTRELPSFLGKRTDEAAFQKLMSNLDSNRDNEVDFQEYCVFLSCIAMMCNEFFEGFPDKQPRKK
#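 Material: S100A4 monomer protein / Buffer or medium: 50 mM HEPES pH 7.2, 10 mM CaCl2, 100 mM KCl / Times: 5 min incubation before reading / Benchmarks: neutral control DMSO, positive control TFP / Reagent: labelled myosin peptide probe, 5 nM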
# Statin myotox sup – protects C2C12 myotubes from simvastatin toxicity. ATP luminescence, 48 h; scaled: DMSO 0, geranylgeraniol control 100. rescue of ATP level, % at 7.49 µM. 330,000 tested, 0.78% active. AID 602340;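 active means mean ATP rescue above about 67%, or every replicate alone reaching that limit, limit read from the data, passing the limit was not always enough; inconclusive means no clear call, values can overlap the other calls; inactive means mean under the limit and some replicate under it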;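 further: myotubes were challenged with 10 µM simvastatin during compound exposure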
# PglD inh – inhibitors of Campylobacter jejuni PglD acetyltransferase | purified PglD enzyme, DTNB colorimetric CoA detection | inhibition, % at 12.5 µM | 360,000 tested, 0.098% active; in the data active means inhibition above about 16%, passing the limit was not always enough; inconclusive means no clear call, values can overlap the other calls; further: strong numbers were not always called active
# SIRT5 block – sirtuin-5 (human) deacylase inhibition; Q9NXA8; Purified SirT5, succinyl-peptide AMC, trypsin-coupled fluorescence; inhibition, % at 15 µM; 330,000 tested, 1.1% active; AID 652115; in the data active means inhibition above about 15%; inconclusive means no clear call, values can overlap the other calls
# Target sequence (Q9NXA8 whole entry, looked up): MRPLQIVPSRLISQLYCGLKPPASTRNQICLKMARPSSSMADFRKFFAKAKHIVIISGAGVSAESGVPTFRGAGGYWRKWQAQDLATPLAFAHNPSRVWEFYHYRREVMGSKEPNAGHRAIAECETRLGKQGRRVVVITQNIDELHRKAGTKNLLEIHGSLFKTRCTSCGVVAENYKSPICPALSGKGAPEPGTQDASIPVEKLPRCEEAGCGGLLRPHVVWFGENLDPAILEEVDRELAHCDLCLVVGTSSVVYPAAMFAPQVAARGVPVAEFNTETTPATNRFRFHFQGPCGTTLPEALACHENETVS
# DENV2 CPE rescue – protects cells from dengue virus 2 cytopathic effect. DENV2-infected cells, cytopathic effect rescue, plate reader. CPE inhibition, % at 9.99 µM. 350,000 tested, 1.7% active. AID 651640; in the data active means CPE inhibition above about 20%, passing the limit was not always enough; inconclusive means no clear call, values can overlap the other calls; tested in BHK-21 cells;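 further: 0% = median of neutral control wells and 100% = median of positive control wells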
# E-selectin induc – E-selectin induction on HUVECs | P16581 | HUVEC E-selectin immunofluorescence imaging; normalized: neutral wells 0, TNF-alpha wells 100 | activation, % at 7.58 µM | 260,000 tested, 0.37% active;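 active means mean E-selectin-positive cell signal at least 10% of the positive control, reached in at least 60% of replicates, without over 20% cell loss; inconclusive means no rule given, readout overlaps actives, possibly toxicity-flagged; inactive means the rest, including those meeting only one limit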;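 further: in these data hits start at about 27%; measured in HUVEC primary endothelial cells; signal is the percent of cells scored E-selectin positive by PE staining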
# Target sequence (P16581 whole entry, looked up): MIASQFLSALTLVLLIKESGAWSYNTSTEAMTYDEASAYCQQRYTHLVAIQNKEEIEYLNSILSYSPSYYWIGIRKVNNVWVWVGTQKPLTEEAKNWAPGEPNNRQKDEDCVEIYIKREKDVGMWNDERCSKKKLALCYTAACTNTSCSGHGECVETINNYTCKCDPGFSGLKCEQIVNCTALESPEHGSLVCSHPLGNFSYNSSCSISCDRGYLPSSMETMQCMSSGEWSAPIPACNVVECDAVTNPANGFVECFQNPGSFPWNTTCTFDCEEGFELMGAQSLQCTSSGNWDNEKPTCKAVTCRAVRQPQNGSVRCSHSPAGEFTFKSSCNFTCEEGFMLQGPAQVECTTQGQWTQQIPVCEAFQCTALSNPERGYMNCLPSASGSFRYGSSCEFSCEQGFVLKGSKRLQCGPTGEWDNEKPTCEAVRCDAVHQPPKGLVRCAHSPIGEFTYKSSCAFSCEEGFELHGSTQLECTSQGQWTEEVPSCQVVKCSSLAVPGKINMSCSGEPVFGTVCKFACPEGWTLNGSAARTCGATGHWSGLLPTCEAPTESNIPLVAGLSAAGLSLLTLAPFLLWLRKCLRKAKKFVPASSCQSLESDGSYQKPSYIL
#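 Test system: HUVEC | Signal: Immunofluorescence imaging | Read-out: Percent E-selectin-positive cells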
# ERp5 inh – ERp5 (human) disulfide isomerase inhibition; Q15084; ERp5 insulin aggregation, absorbance 650 nm, 90 min; inhibition, % at 9.99 µM; 350,000 tested, 0.05% active; AID 651711;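 active means mean replicate inhibition above about 25%, with every replicate also reaching it, limit read from the data, passing the limit was not always enough; inconclusive means only one of those two criteria met; inactive means neither criterion met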
# The depositor's hits bear a star; ? = inconclusive; nt = no result given; & = joins results of further samples. An excerpt; the hit share may differ from the screen's.
SMILES	ERp5 inh	S100A4 MyoIIA	PglD inh	E-selectin induc	Statin myotox sup	SIRT5 block	DENV2 CPE rescue
CC(=O)Nc1ccc(-c2csc(NCCc3ccccc3)n2)cc1	3	-19	3	0.0	40	-1	2
COc1ccc(OC)c(NC(=O)NCc2cccnc2)c1	5	-18	-7	0.1	-6	-5	-8
CCc1c(Cl)nc(N)nc1Nc1ccccc1Cl	2	-2	1	-0.8	3	-1	-12
O=C(Nc1nc2ccc(F)cc2s1)C1CC(=O)N(c2ccc3c(c2)OCCO3)C1 (configuration not stated)	3	0	5	nt	20	-2	-4
COc1cccc2cc(C(C)N(CCCN3CCOCC3)C(=S)Nc3cc(C)cc(C)c3)oc12 (configuration not stated)	2	-3	nt	nt	-3	2	2
CCN(CCn1cccn1)Cc1c(C(=O)N2C[C@@H](C)O[C@@H](C)C2)nc2ccc(Cl)cn12	-2	5	3	nt	4	1	7
c1ccc2cc(N3CCCCC3)ccc2c1	8	1	-1	-0.4	3	-2	9
COc1cccc(NC(=O)c2ccccc2OCc2c(C)noc2C)c1	-11	-4	3	4.9	14	1	15
COc1ccc(CCC(=O)NCc2cn3ccccc3n2)cc1	4	-4	nt	-0.4	-13	-6	-6
O=S(=O)(c1ccccc1F)N1CCCCN2[C@H](CO)[C@H](c3ccc(-c4cncnc4)cc3)[C@H]2C1	nt	nt	7	0.1	7	-2	nt
CO[C@H]1CN(C)C(=O)c2ccc(NC(=O)C3CCCCC3)cc2OC[C@@H](C)N(C(=O)c2ccccc2)C[C@@H]1C	1	-3	0	0.1	-8	2	-3
C[C@@H]1C=C(C(=O)N2CCOCC2)O[C@H](OCc2ccc(CO)cc2)C1	0&2	-1&-10	-3&1	-0.1	0	0&-1	7&8

SMILES	ERp5 inh	S100A4 MyoIIA	PglD inh	E-selectin induc	Statin myotox sup	SIRT5 block	DENV2 CPE rescue
O=C(C[C@H]1CC[C@@H]2[C@H](COC[C@@H](O)CN2Cc2ccccc2F)O1)NC1CCC1	nt	nt	7	0.1	5	nt	-1
C=CCC[C@@H](CCCCC)OC(=O)/C=C/[C@H](O)[C@@H](O)C[C@@H](O)CC=C	1	-2	nt	0.0	nt	nt	8
COC(=O)CSC1=C(C#N)C(c2ccccc2F)CC(=O)N1 (configuration not stated)	-1	-10	-7	-0.4	-5	3	8
COc1cc(C(=O)OCC#N)ccc1OCc1c(C)noc1C	3	-1	0	-0.5	-12	0	0
Cc1ccc(C2NC(=S)NC3=C2C(=O)CC(C)(C)C3)cc1 (configuration not stated)	-3	1	nt	-0.3	nt	0	-6
O=C(COC(=O)CNS(=O)(=O)/C=C/c1ccccc1)Nc1cc(S(=O)(=O)N2CCCCC2)ccc1Cl	-1	-2	nt	0.2	nt	-1	-4
C[C@H](CO)N1C[C@H](C)[C@@H](CN(C)C(=O)c2ccccc2F)Oc2ncc(C#Cc3ccncc3)cc2C1=O	3	-9	-1	-0.2	19	-2	-2
CN1[C@@H]2Cn3c(ccc(-c4cccc(F)c4)c3=O)[C@H]1[C@@H](C(=O)N1CCOCC1)[C@@H]2CO	-3	5	5	0.7	0	-9	-4
COC(=O)COc1cc(=O)oc2ccc(NS(=O)(=O)c3ccccc3)cc12	6	-5	-1	0.3	9	2	4
CCCCN1C(=O)CC(Nc2ccc(CC)cc2)C1=O (configuration not stated)	-4	-1	nt	nt	nt	1	-3
CCOC(=O)C1=C(C)N(C[C@@H]2CC[C@@H](Cc3ccc(-c4ccccc4)cc3)O2)C(=O)NC1c1ccc(SCc2ccco2)c([N+](=O)[O-])c1 (some centres not stated)	4	-8	-5	-0.2	11	-2	-3
O=C(Nc1ccccc1F)C1CCCN1S(=O)(=O)c1ccc(Cl)cc1 (configuration not stated)	-2	3	-7	1.3	9	-3	-9

SMILES	ERp5 inh	S100A4 MyoIIA	PglD inh	E-selectin induc	Statin myotox sup	SIRT5 block	DENV2 CPE rescue
Nc1nc(SCC(=O)O)[nH]c(=O)c1NC(=O)c1ccccc1F	-1	6	4	nt	1	-1	9
COc1ccccc1CNC(=O)Cc1ccc(C)cc1	1	5	nt	nt	3	-2	0
COc1ccccc1S(=O)(=O)N1CC[C@@H]2[C@@H](CO)N(C)c3ccc(-c4ccccc4)cc3[C@@H]21	-1	0	2	-0.5	14	5	3
C[C@@H]1CCCCO[C@H](CN(C)Cc2ccc(C(F)(F)F)cc2)[C@@H](C)CN([C@H](C)CO)C(=O)c2cc(NS(C)(=O)=O)ccc2O1	nt	nt	2	-0.1	nt	nt	-9
COCCNC(=O)C[C@@H]1CC[C@@H]2[C@H](COc3ccc(NC(=O)Nc4cccc(F)c4)cc3C(=O)N2C)O1	-7	17	1	0.2	-12	1	?
Cc1ccsc1CN(C)C(=O)c1ccc(Oc2ccccc2)cc1	4	-2	nt	0.1	-6	-4	8
COCC(=O)N1CC(=O)N2[C@H](CO)[C@H](c3ccc(-c4cccnc4)cc3)[C@@H]2C1	3	-10	nt	0.1	nt	-2	4
Cc1ccc(S(=O)(=O)N2CCCC(C(=O)NCCc3ccc(Cl)cc3)C2)cc1 (configuration not stated)	-2	-9	-3	-0.1	-84	nt	-1
CCOC(=O)CN1C(=O)S/C(=C/c2ccc(C)o2)C1=O	2	2	-2	nt	-16	1	2
C[C@H](CO)N1C[C@H](C)[C@H](CN(C)Cc2ccc(F)cc2)Oc2cc(C#CC3CC3)ccc2S1(=O)=O	2	-3	-3	0.6	28	14	-4
COCc1cc(C)nc(SCc2ccc(F)cc2)c1C#N	-1	1	4	-0.1	-9	-2	11
Cc1cc(C(=O)N/N=C/c2ccccc2[N+](=O)[O-])c(C)o1	1	-4	nt	0.1	nt	-3	-7

SMILES	ERp5 inh	S100A4 MyoIIA	PglD inh	E-selectin induc	Statin myotox sup	SIRT5 block	DENV2 CPE rescue
C[C@@H]1CN([C@@H](C)CO)C(=O)c2cccc(NS(C)(=O)=O)c2O[C@@H]1CN(C)S(=O)(=O)c1cn(C)cn1	-1	-58	0	-0.1	-3	1	-2
O=C(C[C@@H]1C[C@@H]2c3cc(NC(=O)C4CCOCC4)ccc3O[C@@H]2[C@H](CO)O1)NCc1ccccc1F	1	-3	7	0.1	3	1	-1
COc1ccc(C(=O)NCC(=O)OCC(=O)NCc2cccs2)cc1	0	0	nt	nt	nt	-1	-4
Cc1noc(C)c1S(=O)(=O)Nc1ccc2c(c1)C(=O)N([C@@H](C)CO)C[C@@H](C)[C@@H](CN(C)C(=O)NC(C)C)OCCCC[C@H](C)O2	1	18	-2	nt	nt	-2	7
O=C(Nc1cccc(F)c1)N1CCCCN2[C@H](CO)[C@H](c3ccc(C#Cc4ccccc4)cc3)[C@H]2C1	-1	0	-2	0.5	nt	-3	14
Cc1cc(Cl)ccc1NNC(=O)c1cccs1	nt	-6	2	nt	15	-4	2
Cc1noc(C)c1S(=O)(=O)N(C)C[C@@H]1OCCCC[C@H](C)Oc2ccc(NC(=O)Nc3ccccc3)cc2C(=O)N([C@@H](C)CO)C[C@H]1C	-1	10	1	0.8	nt	3	-1
CC1CCCC(C)N1CCCNC(=O)c1cc2c(s1)-c1ccccc1OC2 (configuration not stated)	0	-3	-1	nt	-9	-105	-6
O=C(Nc1ccc(F)cc1)N1[C@@H]2CNC[C@H]1C2c1ccc(-c2ccccc2)cc1 (some centres not stated)	-4&0	3&-6	nt	0.2&-0.1	nt	2&-2	-3&-8
Nc1ncc(CN2CCCC(C(=O)Nc3ccc(-c4ccco4)cc3)C2)cn1 (configuration not stated)	3	-1	-1	nt	-14	-2	-6
COc1ccc(OC)c(/C=C/C(=O)c2ccc3c(c2)OCO3)c1	0	-2	-6	-0.3	-2	0	14
O=C(C1CCC1)N1CCN(S(=O)(=O)c2ccc(F)cc2)CC1	1	-1	nt	0.8	nt	-6	0

SMILES	ERp5 inh	S100A4 MyoIIA	PglD inh	E-selectin induc	Statin myotox sup	SIRT5 block	DENV2 CPE rescue
CCc1nc2ccc(C(=O)NCCOc3ccc(OC)cc3)cn2c1N(C)C(=O)Cc1ccccc1	3	0	-1	-0.2	-2	nt	-7
Cc1cc(NC(=O)C2CC(c3cccc(Br)c3)=NO2)no1 (configuration not stated)	-7	-8	-1	nt	-7	0	4
Cc1ccc(S(=O)(=O)Nc2c(C)n(C)n(-c3ccccc3)c2=O)cc1C(=O)NCc1ccco1	1	0	-3	0.0	17	-1	4
Cc1ccsc1CN(C)C(=O)C(NC(=O)c1cccc(S(=O)(=O)N2CCOCC2)c1)C(C)C (configuration not stated)	4	-6	1	0.3	8	0	-4
COc1ccc(/C(C)=N/Nc2nc(C)cc(-c3ccccc3)n2)cc1	0	-7	2	0.1	nt	-4	-5
COC(=O)c1ccc(Oc2ccc(C(F)(F)F)cn2)cc1	-3	-3	nt	nt	nt	-1	-9
Cc1ccc2nc(-c3ccccn3)cc(C(=O)Nc3ccc(S(=O)(=O)N4CCOCC4)cc3)c2c1	6	8	-1	-1.2	1	-15	-4
Cc1nc(/C=C\C(=O)O)c2cc(C)oc2n1	-10	-1	nt	nt	nt	-37	3
C[C@H]1CN([C@@H](C)CO)C(=O)c2cc(NC(=O)Cc3cn(C)c4ccccc34)ccc2O[C@H]1CN(C)Cc1ccc2c(c1)OCO2	-5	12	-12	12	-12	-4	-3
O=C(C[C@@H]1CC[C@@H]2[C@H](COC[C@@H](O)CN2CCc2ccccc2)O1)N1CCC(Cc2ccccc2)CC1	-3	13	7	0.0	-17	8	-6
COc1cc(OC)cc(C(=O)N[C@H](C(=O)Nc2nc(-c3ccc(F)c(F)c3)cs2)C(C)C)c1	8	26	0	nt	-12	14	-2
CC(=O)NC1C(=O)N=C(SC(C)C(=O)Nc2cccc(Cl)c2)NC1=O (configuration not stated)	1	-6	nt	nt	nt	2	-2

SMILES	ERp5 inh	S100A4 MyoIIA	PglD inh	E-selectin induc	Statin myotox sup	SIRT5 block	DENV2 CPE rescue
COc1ccc(N2C(=O)CCC(C(=O)N(C)CCc3ccccn3)C2c2ccc(OC)c(OC)c2)cc1 (configuration not stated)	3	-4	-1	nt	10	-4	1
COc1ccc(NC(=O)c2nc[nH]c2C(=O)N2CCN(c3ccccc3)CC2)cc1	-2	-2	-2	0.4	-2	nt	20
COc1ccc(C2Nc3cccc4cccc(c34)N2)cc1	1	-2	nt	nt	nt	10	5
Cc1noc(C)c1NC(=O)Nc1ccc2c(c1)C(=O)N([C@@H](C)CO)C[C@H](C)[C@@H](CN(C)C(=O)NC1CCCCC1)OCCCC[C@H](C)O2	4	0	-2	0.3	nt	2	21*
CCNc1c(NS(=O)(=O)c2ccc([N+](=O)[O-])cc2)c(=O)oc2ccccc12	-2	5	-5	nt	17	-2	2
Cc1noc(C)c1NC(=O)N(C)C[C@@H]1Oc2ccc(NS(=O)(=O)c3c(C)noc3C)cc2CC(=O)N([C@H](C)CO)C[C@@H]1C	-3	17	1	0.2	-21	-2	-9
Cn1c(N)c(C(=O)COC(=O)CCC(=O)c2ccc(F)cc2)c(=O)n(C)c1=O	0	3	1	0.5	3	10	-4
COc1ccccc1/C=C/C(=O)NNC(=O)c1cccs1	-3	-4	nt	-0.9	nt	nt	3
COc1ccc(Cl)cc1C(=O)O/N=C(\N)c1ccncc1	-1	-62	nt	nt	nt	-5	1
COC(=O)COc1ccc(-c2nccc(-c3ccc(Br)cc3)n2)cc1	-1	-2	1	0.5	28	-3	-7
Cc1cccc(N(C(=O)c2csnn2)C(C(=O)NC2CCCCC2)c2ccccn2)c1C (configuration not stated)	4	-1	-5	-0.1	10	-2	-4
C[C@@H]1CN([C@@H](C)CO)C(=O)c2c(c3ccccc3n2C)-c2ccccc2CO[C@@H]1CN(C)Cc1ccc2c(c1)OCCN2C	2	1	nt	-0.2	nt	-3	1
CCCCn1c(SCC(=O)N2CCCC2=O)nc2cc(S(N)(=O)=O)ccc21	5	-5	-1	nt	-2	-1	-7
O=S(=O)(NC1CCCCC1N1CCN(c2ccccc2F)CC1)c1ccc(Cl)cc1 (configuration not stated)	2	4	2	nt	22	-4	-2

# Screening data (PubChem BioAssay)
